# Source: PubChem BioAssay (NMMLSC)
# ABCB1 block: inhibitors of human ABCB1 transporter, ABCG2 counter-screen. P08183. CCRF-Adr cells, JC-1 efflux, flow cytometry. inhibition, % at 6.6 µM. actives 0.067% (n = 190,000). AID 1326; in the data active means inhibition above about 40%;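 further: 0% = vehicle and 100% = reference inhibitor; higher value means more JC-1 retained so stronger ABCB1 efflux block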
# RGS7-Gao reg: human RGS7-Galphao interaction regulation | Multiplexed bead flow cytometry, RGS7-Galphao binding; actives lie on both sides | binding response (% of control), % at 10 µM | actives 0.35% (n = 220,000); in the data active means binding response below about 49% or above about 150%; inconclusive means no clear call, values can overlap the other calls; inactive means in between;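 further: fluorescent Galphao held in activated GDP-AlF4 state binding bead-coupled RGS7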
# Bfl-1 Bim block: inhibitors of Bim-Bfl-1 interaction, human. Bead-based flow cytometry, Bim-Bfl-1 binding inhibition. inhibition, % at 10 µM. actives 0.12% (n = 190,000). AID 1008;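 further: 0% = wells without compound plus tracer and 100% = blocker peptide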
# Bim-Bcl-B: inhibitors of Bim-Bcl-B interaction, human; Q9HD36; bead-based flow cytometry, Bim peptide-Bcl-B binding; inhibition, % at 10 µM; actives 0.073% (n = 190,000); AID 951;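 further: 0% = tracer peptide without compound and 100% = reference inhibitor peptide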
# Bim-Mcl-1: human Bim-Mcl-1 interaction inhibition; Q07820; actives 0.1% (n = 190,000); Bead-based flow cytometry, Bim peptide-Mcl-1 binding; inhibition, % at 10 µM;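 further: 0% = no compound tracer wells and 100% = peptide blocker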
# RGS8-Gao reg: modulates binding of RGS8 to human Galphao; multiplexed bead flow cytometry; actives lie on both sides; response (percent of control binding), % at 10 µM; actives 0.34% (n = 220,000); AID 1423; in the data active means response below about 60% or above about 140%; inactive means in between;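 further: Galphao activated as the GDP aluminium fluoride complex binding bead-coupled RGS8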
# RGS4-Gao reg: human RGS4-Galphao interaction regulation | P09471 | Multiplexed bead flow cytometry, RGS4-Galphao binding; actives lie on both sides | binding response (% of control), % at 10 µM | actives 0.33% (n = 220,000); in the data active means binding response below about 49% or above about 150%; inactive means in between;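 further: fluorescent Galphao activated with aluminum fluoride binding bead-coupled RGS4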
# Bim-Bcl-2: disrupts Bim peptide binding to human Bcl-2; P10415; actives 0.06% (n = 190,000); Bead-based flow cytometry, Bim peptide-Bcl-2 binding; inhibition, % at 10 µM; AID 950; in the data active means inhibition above about 40%; inconclusive means no clear call, values can overlap the other calls;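 further: 0% = no compound wells with probe peptide and 100% = reference peptide inhibitor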
# Bim-Bcl-XL: human Bim-Bcl-XL interaction inhibition | Bim peptide-Bcl-XL binding, bead flow cytometry, fluorescence | actives 0.04% (n = 190,000) | AID 1007 | Q07817 | inhibition, % at 10 µM
# Target sequence (Q07817 whole entry, looked up): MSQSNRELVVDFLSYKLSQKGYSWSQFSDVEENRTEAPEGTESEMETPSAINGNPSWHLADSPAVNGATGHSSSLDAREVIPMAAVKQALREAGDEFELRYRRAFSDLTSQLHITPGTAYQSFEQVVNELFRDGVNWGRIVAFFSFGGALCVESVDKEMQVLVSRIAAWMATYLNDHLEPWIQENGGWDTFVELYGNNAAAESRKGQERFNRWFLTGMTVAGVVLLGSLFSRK
# ABCG2 inh: blocks JC-1 efflux by human ABCG2 transporter. Q9UNQ0. IgMXP3 cells, flow cytometry. inhibition, % at 6.6 µM. actives 0.1% (n = 190,000). AID 1325;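 active means inhibition above 80%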;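 further: 0% = DMSO and 100% = nicardipine control wells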
# Target sequence (Q9UNQ0 whole entry, looked up): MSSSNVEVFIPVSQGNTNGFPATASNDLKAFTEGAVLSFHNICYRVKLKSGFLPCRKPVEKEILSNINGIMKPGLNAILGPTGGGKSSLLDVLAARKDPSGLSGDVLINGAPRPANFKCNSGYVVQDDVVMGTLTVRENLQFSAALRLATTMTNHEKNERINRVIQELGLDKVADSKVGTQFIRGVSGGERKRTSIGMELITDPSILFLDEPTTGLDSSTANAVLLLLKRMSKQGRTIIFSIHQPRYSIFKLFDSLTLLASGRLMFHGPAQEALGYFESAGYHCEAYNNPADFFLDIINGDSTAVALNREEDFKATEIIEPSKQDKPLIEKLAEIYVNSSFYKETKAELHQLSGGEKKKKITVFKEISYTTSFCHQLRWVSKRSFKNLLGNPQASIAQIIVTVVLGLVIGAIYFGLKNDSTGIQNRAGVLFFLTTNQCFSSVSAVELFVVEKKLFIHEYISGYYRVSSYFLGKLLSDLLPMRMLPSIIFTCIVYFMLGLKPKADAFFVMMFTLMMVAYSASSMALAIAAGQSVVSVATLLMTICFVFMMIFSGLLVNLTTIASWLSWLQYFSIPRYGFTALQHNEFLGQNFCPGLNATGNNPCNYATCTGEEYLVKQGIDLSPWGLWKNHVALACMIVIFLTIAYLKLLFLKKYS
#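 Test system: IgMXP3 (ABCG2) plus far-red-tagged CCRF-Adr (ABCB1) cells. Reagent: JC-1 dye as substrate. Timing: 10 min exposure at 25 °C with rotation, no wash. Measured by: flow cytometric JC-1 green MFI at 530 nm. Read-out: percent efflux inhibition, scaled nicardipine 100% to DMSO 0%. Control set: nicardipine and DMSO wells.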
# Bim-Bcl-W: inhibitors of Bim-Bcl-W interaction, human; bead-based flow cytometry, Bim peptide-Bcl-W binding; actives 0.02% (n = 190,000); Q92843; AID 952; inhibition, % at 10 µM;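 further: 0% = bound tracer without compound and 100% = peptide blocker; higher means less fluorescent Bim peptide bound to Bcl-W beads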
# Target sequence (Q92843 whole entry, looked up): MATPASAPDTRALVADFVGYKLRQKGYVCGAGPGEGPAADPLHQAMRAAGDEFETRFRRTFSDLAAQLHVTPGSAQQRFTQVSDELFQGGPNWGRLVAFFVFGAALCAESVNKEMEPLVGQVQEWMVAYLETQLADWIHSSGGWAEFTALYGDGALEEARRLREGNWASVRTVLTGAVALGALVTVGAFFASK
# * hit, by the source's call; ? = inconclusive; · = no result given; & = joins results of further samples. Unless noted, no stated cut-off is given here; in the data, active means inhibition above about 40%.
SMILES,ABCB1 block,RGS7-Gao reg,Bfl-1 Bim block,Bim-Bcl-B,Bim-Mcl-1,RGS8-Gao reg,RGS4-Gao reg,Bim-Bcl-2,Bim-Bcl-XL,ABCG2 inh,Bim-Bcl-W
Cc1cccc(N2CCN(Cc3c(C)n(C)n(-c4ccccc4)c3=O)CC2)c1C,1.4,103,-10,-10,-4,101,102,-10,-8,6,-4
CCCCOC(=O)C1=C(C)Nc2ncnn2C1c1cccc(OC)c1OC (stereo unspecified),1.2,100,-6,-7,-4,102,100,-7,-12,0,-3
Cc1cccc(-c2nc(CS(=O)CC(=O)N3CCN(C)CC3)c(C)o2)c1 (stereo unspecified),0.6,102,-8,-11,-5,101,100,-8,-8,3,-6
CCOC(=O)/C=C/C(=O)Nc1nccs1,-0.1,102,-17,-12,-8,103,103,-10,-15,1,-7
COc1cc(-c2nnc(-c3ccc(S(=O)(=O)c4ccccc4)cc3)o2)cc(OC)c1OC,0.8,104,-6,-9,0,105,106,-3,-9,4,1
CCCCc1n(CC(=O)c2ccc(Cl)cc2)c2ccccc2[n+]1C,-0.5,104,-1,-2,-1,100,101,0,1,-1,0
Cn1c(Cc2cccs2)nnc1SCC(=O)N1CCCc2ccccc21,0.0,111,0,2,-1,139,117,-1,-1,0,2
c1ccc2c(N3CCOCC3)nc(-c3ccncc3)nc2c1,0.6,96,0,0,-10,100,99,0,-2,10,-7
Cc1ccc(C(=O)N/C(=C/c2cccs2)C(=O)NCC2CCCO2)cc1 (stereo unspecified),0.5,95,-4,-4,1,103,99,0,0,1,0
CC1C2CC(C(CN(C)C)/C2=N/O)C1(C)C (stereo unspecified),0.0,100,-10,-3,4,103,102,-6,-2,0,1
Cc1ccc2nsnc2c1S(=O)(=O)N(Cc1ccco1)Cc1cc2cccc(C)c2[nH]c1=O,0.5,101,2,-2,-1,105,103,1,-4,6,-2
O=C(CN1CCCCCC1)Nc1cccc([N+](=O)[O-])c1,0.2,105,4,0,-1,99,102,5,2,0,0
CCC(=O)c1ccc(OCC(O)CN2CCN(S(=O)(=O)N3CCCCC3)CC2)cc1 (stereo unspecified),0.5,98,-8,0,0,98,93,1,-4,1,0
O=C(Cc1cccs1)NCc1ccccc1,0.8,104,-3,0,0,105,106,-7,-1,3,1
O=S(=O)(c1ccc(N2CCCC2)cc1)C(F)(F)F,0.9,99,-6,-4,1,100,103,-8,-3,5,-2
Cc1ccc2nc(C3CCCN(C(=O)NCc4ccccc4)C3)[nH]c2c1 (stereo unspecified),0.9,100,-10,-7,-4,99,101,-5,-4,6,1
COCn1c(-c2cccc(Br)c2)nc2ccccc21,0.7,96,1,0,1,98,95,-1,0,22,2
CCOc1ccccc1C(=O)N(Cc1cccs1)C1CCS(=O)(=O)C1 (stereo unspecified),0.9,97,-1,0,0,100,99,2,-3,4,0
Cc1onc(-c2ccccc2)c1-c1ccc(S(N)(=O)=O)cc1,·,104,-2,0,-2,102,100,-1,-2,0,-5
Cn1c(CSc2nc3ccc(Br)cc3[nH]2)nc2ccccc21,0.4,100,-10,-8,0,99,99,-4,-4,2,1
O=C1[C@@H]2[C@@H]3C[C@@H]([C@H]4ON=C(c5ccc(OCc6ccccc6)cc5)[C@@H]34)[C@@H]2C(=O)N1c1ccc2c(c1)OCO2,0.1,102,-8,-11,-5,102,100,-7,-12,0,-6
Cc1cc(NC(=O)C2Oc3ccccc3OC2C)no1 (stereo unspecified),0.9,97,-3,-2,-1,100,100,0,-7,18,4
Fc1ccc(N/N=C(/c2ccccc2)c2ccccn2)cc1,1.4,101,0,-3,-2,103,100,0,-1,17,-1
CN1C(=O)c2cccc(NC(=O)Cc3ccccc3)c2C1=O,0.2,101,-10,-3,2,100,103,-12,-3,2,0
Cc1cccc(C(=O)NNS(=O)(=O)c2ccccc2)c1O,0.4,102,-3,-3,-3,103,97,-2,-3,3,-1

# Carrying on:
SMILES,ABCB1 block,RGS7-Gao reg,Bfl-1 Bim block,Bim-Bcl-B,Bim-Mcl-1,RGS8-Gao reg,RGS4-Gao reg,Bim-Bcl-2,Bim-Bcl-XL,ABCG2 inh,Bim-Bcl-W
O=C1Nc2ccccc2Oc2cc([N+](=O)[O-])ccc21,1.5,104,-5,-3,-25,100,99,-6,-11,6,-10
CC(C)CC(=O)Nc1nnc(SCC(=O)Nc2ccc(F)cc2)s1,-0.4,97,2,1,-3,99,99,0,2,1,5
COC(=O)CC1=C(C)C(=O)CC2C(C)(C)CCCC12C (stereo unspecified),0.8,115,0,-3,-3,112,121,-3,-3,3,-2
O=C(O)c1ccccc1/C=N/N1CCN(C2c3ccccc3-c3ccccc32)CC1,0.7,101,-9,-4,-1,103,105,-4,-3,8,-1
Cc1ccccc1N(CC(=O)Nc1ccc(F)cc1)S(C)(=O)=O,-0.3,105,-12,-7,0,104,105,-4,-2,3,0
CCOC(=O)c1sc(=S)n(CC)c1NC(=O)C1CC1,0.1,99,0,-2,-2,101,102,0,-7,1,-5
CC1CCCC(NC(=O)C2c3ccccc3C(=O)N2Cc2cccs2)C1C (stereo unspecified),2.8,95,-1,-8,-4,72,90,1,-4,1,-1
Cc1nn(-c2ccccc2)c2c1C(c1cccc([N+](=O)[O-])c1)N(c1ccccc1)C(=O)N2 (stereo unspecified),0.8,97,0,-9,-23,106,104,0,-14,9,-9
CN=C(NC(=O)Nc1c(C)cccc1C)NC(=O)Nc1c(C)cccc1C,0.5,99,-3,-4,-3,101,102,0,-2,1,-1
COc1cccc(CN2CCN(Cc3nc(C(C)C)cs3)CC2CCO)c1 (stereo unspecified),0.7,102,-6,-4,-2,103,99,-1,-2,1,-1
O=C(CCn1cccc1)N1CCc2ccccc21,0.1,102,-9,-5,0,104,96,-3,-8,1,0
O=C(CCS(=O)(=O)c1cccc2nsnc12)N1CCN(C(=O)c2ccco2)CC1,-0.1,95,-7,-4,0,98,95,-4,-3,0,2
CCOC1CC(C)(C)NC(=S)N1 (stereo unspecified),0.4,103,1,0,-1,100,107,2,-1,1,0
Cn1c(SCC(=O)NC2CC2)nnc1-c1ccco1,-0.5,101,-11,-42,-149,99,103,-18,3,1,1
COc1ccc(C2c3ccc4ccccc4c3Oc3ncn(Cc4ccco4)c(=N)c32)cc1OC (stereo unspecified),7.4,102,-6,-8,-2,102,102,-7,-3,4,0
CCC(=O)n1nc(-c2ccco2)nc1N,0.0,100,-5,-2,0,104,103,1,1,0,2
Cc1ccccc1-c1nnn(C/C(N)=N/O)n1,-0.1,102,-6,-6,0,108,106,0,-2,0,1
CCOc1ccc(/C(O)=C2/C(=O)C(=O)N(CCN(CC)CC)C2c2ccco2)cc1 (stereo unspecified),-0.1,99,-3,-4,-4,98,97,0,-7,-1,-3
COc1ccc(NCC(O)COc2ccc(C(C)(C)C)cc2)cc1 (stereo unspecified),0.4,100,-1,-5,0,101,100,0,-4,1,-1
Cc1ccc(CNc2nc(Cl)c(C#N)s2)cc1,-0.4,102,5,2,-3,101,99,0,1,0,3
Cc1ccc(S(=O)(=O)Nc2ccc(C(OC(=O)c3ccccc3[N+](=O)[O-])(C(F)(F)F)C(F)(F)F)cc2)cc1,0.0,103,0,-2,-4,103,103,-5,-3,0,-1
Cc1cccc(C)c1NC(=O)C(=O)c1cn(C)c2ccccc12,0.4,102,-5,-6,-2,99,97,0,-4,1,0
Cc1noc(C)c1COC(=O)C1CCN(C(=O)c2ccc(Cl)cc2)CC1,0.3,100,-5,-2,0,96,101,-4,-2,5,0
Nc1nc(NCc2ccco2)nc(N2CCCCCC2)c1[N+](=O)[O-],0.0,104,0,-3,-1,106,106,1,-4,0,-4
O=C(c1cnc2n(c1=O)CCS2)N1CCN(c2ccc(Cl)c(Cl)c2)CC1,0.5,102,-4,0,4,104,110,2,4,3,3

# Other structures.
SMILES,ABCB1 block,RGS7-Gao reg,Bfl-1 Bim block,Bim-Bcl-B,Bim-Mcl-1,RGS8-Gao reg,RGS4-Gao reg,Bim-Bcl-2,Bim-Bcl-XL,ABCG2 inh,Bim-Bcl-W
COc1ccc(/C=N/NC(=O)COc2ccccc2-c2ccccc2)cc1,-1.4,93,-15,-6,-3,94,93,-9,-21,2,-2
CN1C(=O)CSc2ccc(NC(=O)N3CCC(N4CCCCC4)CC3)cc21,0.2,110,0,6,0,127,109,-5,6,1,0
OCCNc1cnc2ccccc2n1,0.1,?,-3,-3,0,105,107,-2,-2,1,-1
CCOC(=O)Nc1cc(C)c(Cl)cc1OC,0.3,100,-1,2,1,99,101,0,0,1,-1
CCC(=O)Nc1cc(C(=O)OCC(=O)c2ccccc2Cl)ccc1C,0.0,96,-3,0,1,98,95,-3,-3,2,-4
c1cncc(-c2nc3ccccc3[nH]2)c1,1.9,?,-13,-8,-2,99&102,102&100,-9,-11,7,1
O=c1c2ccccc2nc2n1CCC2,0.5,102,-17,-11,-3,104,103,-12,1,1,0
CCC(C(=O)OCC(=O)Nc1ccc(OC)cc1OC)c1ccccc1 (stereo unspecified),1.0,?,-5,-6,-5,101,98,-5,-7,20,-1
CC12CCC(c3c(C(=O)O)nn(-c4ccccc4)c31)C2(C)C (stereo unspecified),-0.6,98,-15,-5,0,102,99,-7,-1,-6,0
Cc1nc2nc[nH]n2c(=O)c1NC(=O)c1c(-c2ccccc2Cl)noc1C,0.8,108,-3,-1,-5,112,109,-3,10,3,1
CC(=O)N1CCc2cc(S(=O)(=O)NCCC(=O)NC3CCCc4ccccc43)ccc21 (stereo unspecified),1.7,97,-4,-4,-2,76,91,-6,-2,5,-3
COc1cccc(NC(=S)Nc2cc(C(=O)O)ccc2N2CC3CC(C2)c2cccc(=O)n2C3)c1 (stereo unspecified),0.4,108,-6,-1,-5,99,103,0,-4,2,-6
Cc1cccc(NC(=O)Nc2cc(C)on2)c1,-0.4,100,0,0,0,104,105,-1,-5,0,-1
Cc1cc([N+](=O)[O-])nn1CC(=O)Nc1cccc2nonc12,0.8,90,-5,-12,-3,94,93,0,-1,2,-1
COc1ccccc1C1C(C(N)=O)=C(C)Nc2nc(-c3ccccc3Cl)nn21 (stereo unspecified),0.5,101,-7,-11,-2,97,100,-6,-8,3,-7
O=C(N/N=C1\CCc2ccccc21)c1ccccc1O,0.7,103,-5,-8,-4,103,107,-5,-5,18,-6

# Structures from the list above containing an aryl thioether with sulfur outside any ring:
SMILES,ABCB1 block,RGS7-Gao reg,Bfl-1 Bim block,Bim-Bcl-B,Bim-Mcl-1,RGS8-Gao reg,RGS4-Gao reg,Bim-Bcl-2,Bim-Bcl-XL,ABCG2 inh,Bim-Bcl-W
Cn1c(Cc2cccs2)nnc1SCC(=O)N1CCCc2ccccc21,0.0,111,0,2,-1,139,117,-1,-1,0,2
Cn1c(CSc2nc3ccc(Br)cc3[nH]2)nc2ccccc21,0.4,100,-10,-8,0,99,99,-4,-4,2,1
CC(C)CC(=O)Nc1nnc(SCC(=O)Nc2ccc(F)cc2)s1,-0.4,97,2,1,-3,99,99,0,2,1,5
Cn1c(SCC(=O)NC2CC2)nnc1-c1ccco1,-0.5,101,-11,-42,-149,99,103,-18,3,1,1
